Cycloheximide cs: Cycloheximide Counterscreen for Small Molecule Inhibitors of Shiga Toxin. cell reporter, cycloheximide protein synthesis inhibition counterscreen. max response, %. hit rate 12% among 300,000. AID 2314, 2010; in the data active means max response mostly above about 13%, no sharp cut-off; inactive means mostly below about 14%; further: read at 38.3 µM for the half of the compounds with a filed dose; 0% is about no effect
Shiga toxin inh: A qHTS for Small Molecule Inhibitors of Shiga Toxin; hit rate 9.2% among 290,000; inhibition, % at 38.7 µM; Vero cells, Shiga toxin protein synthesis inhibition reporter; in the data active means inhibition mostly above about 28%, no sharp cut-off; inactive means mostly below about 43%; further: 0% is about no effect
Pf growth 48h: Primary qHTS for delayed death inhibitors of the malarial parasite plastid, 48 hour incubation; P. falciparum luciferase growth in erythrocytes, 48 h; Potency, µM (titrated, usually from 28.7 µM), without a hit: at the top dose activity change, negative = inhibition, hits mostly inhibitors; hit rate 5.9% among 310,000; AID 504832, 2011; further: potency means the concentration at half of the fitted maximal effect; on the % scale 0 is the no-effect control and ±100 the full control effect
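Luciferase-expressing parasites in RBCs, 2% Hct / 0.1% parasitemia final; RPMI 1640 + 0.5% Albumax; 37 C, 5% CO2, one generation; luminescence read-out, lower signal = inhibition.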
FBPA Giardia inh: qHTS Assay for Inhibitors of Fructose-1,6-bisphosphate Aldolase from Giardia Lamblia | AID 2451, 2010 | purified Giardia FBPA | hit rate 0.71% among 290,000 | Potency, µM (doses to about 59.6 µM), for the others: top-dose activity, negative = inhibition, most hits filed as inhibitors | A8B2U2; further: potency means the concentration at half of the fitted maximal effect; on the % scale 0 is the no-effect control and ±100 the full control effect; nearly all actives have a fitted effect of over 55% in size
Target sequence (A8B2U2 whole entry, looked up): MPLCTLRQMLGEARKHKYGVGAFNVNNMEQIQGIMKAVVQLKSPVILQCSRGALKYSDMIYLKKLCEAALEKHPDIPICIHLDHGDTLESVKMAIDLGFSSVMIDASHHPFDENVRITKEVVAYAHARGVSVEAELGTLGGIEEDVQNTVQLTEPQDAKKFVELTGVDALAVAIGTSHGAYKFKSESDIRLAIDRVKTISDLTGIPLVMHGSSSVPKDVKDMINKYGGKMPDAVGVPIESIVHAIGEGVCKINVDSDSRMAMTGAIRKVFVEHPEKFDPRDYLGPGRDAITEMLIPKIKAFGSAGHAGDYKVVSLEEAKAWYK
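40 nM FBPA preincubated 10 min at RT with compound (up to 57.5 uM final), then substrate plus GAPDH/TPI/NAD/arsenate coupling and diaphorase/resazurin added. Fluorescence read after 20 min at RT, 525/598 nm.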
Pf growth 96h: Primary qHTS for delayed death inhibitors of the malarial parasite plastid, 96 hour incubation. P. falciparum luciferase reporter growth, 96 h. Potency, µM (series often up to 28.7 µM), for the others: at the top dose activity change, negative = inhibition, actives largely listed as inhibitors. hit rate 6.9% among 320,000; further: potency means the concentration at half of the fitted maximal effect; on the % scale 0 is the no-effect control and ±100 the full control effect
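Two-generation exposure (96 h) targets delayed-death phenotype. Reporter parasites carrying integrated firefly luciferase, in red cells at 2% hematocrit and 0.05% parasitemia final, kept at 37 C, 5% CO2; luminescence loss indicates inhibition.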
Sm TGR block: qHTS Assay for the Inhibitors of Schistosoma Mansoni Peroxiredoxins; purified TGR, DTNB reduction, TNB absorbance 405 nm; Potency, µM (top dose mostly 114 µM), for the others: at the top dose activity change, negative = inhibition, hits mostly inhibitors; hit rate 3% among 360,000; further: potency means the concentration at half of the fitted maximal effect; on the % scale 0 is the no-effect control and ±100 the full control effect; nearly all actives have a fitted effect of over 60% in size
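First, TGR (20 nM dispensed) and NADPH were mixed with compound. Second, a 15 min room-temperature incubation followed. Third, further NADPH and then DTNB were added to start the reaction. Finally, TNB absorbance was monitored kinetically.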
Numbers without * were called inactive; & = joins results of further samples; [ ] = another dose, or the depositor's remark. Unless noted, the call rests on the fitted dose curve; in most records, active means well fitted curve in the direction sought with a large enough effect; inconclusive means small, poorly fitted or top-dose-only effect, or another doubt; inactive means no such curve, though single readings can be large; an effect the other way counts as inactive or inconclusive.

For CC(NS(=O)(=O)c1c(N)n(C)c(=O)n(C)c1=O)c1ccccc1 (configuration not stated) the results were Cycloheximide cs 29*, Shiga toxin inh 57*, Pf growth 48h 3%, Pf growth 96h 2% and Sm TGR block -6%.
Screening Cc1c(NC(=O)c2ccc(NC(=O)C3CC3)cc2)cccc1C(=O)O returned Cycloheximide cs -4, Shiga toxin inh -6, Pf growth 48h 82%[activator], FBPA Giardia inh 13%, Pf growth 96h 9% and Sm TGR block 12%.
Screening O=C(CN1C(=O)NC(Cc2ccccc2)(Cc2ccccc2)C1=O)NCC1CCCCC1 returned Cycloheximide cs -2, Shiga toxin inh -8, Pf growth 48h inconclusive, FBPA Giardia inh 1% and Sm TGR block 4%.
Screening Cc1nn(C(C)C(=O)NCc2ccco2)c(=O)c2nn(-c3ccccc3)c(C)c12 (configuration not stated) returned Cycloheximide cs 21, Shiga toxin inh -6, Pf growth 48h -11%, FBPA Giardia inh 8%, Pf growth 96h inconclusive and Sm TGR block -7%&-5%.
`CN(Cc1ccccc1)c1nc2c(c(=O)[nH]c(=O)n2C)n1Cc1ccccc1Cl` gave Cycloheximide cs -3, Shiga toxin inh -9, Pf growth 48h inconclusive, FBPA Giardia inh -9%, Pf growth 96h inconclusive and Sm TGR block -12%.
COc1cccc(CN2CC(C(=O)NCCSc3nnnn3C)CCC2=O)c1 (configuration not stated) was read as Cycloheximide cs -1, Shiga toxin inh -11, Pf growth 48h 1%, Pf growth 96h 21% and Sm TGR block -15%.
`CCCCNC(=O)NS(=O)(=O)c1ccc(NC(=O)C(NC(N)=O)C(C)CC)cc1` (configuration not stated) gave Cycloheximide cs -5, Shiga toxin inh -2, Pf growth 48h 8%, FBPA Giardia inh 3%, Pf growth 96h 0% and Sm TGR block 0%.
`COc1ccccc1CC(NC(C)=O)C(=O)N1CCN(C(=O)c2cccs2)CC1` (configuration not stated) gave Cycloheximide cs -4, Shiga toxin inh -3, Pf growth 48h -13%, FBPA Giardia inh 2%, Pf growth 96h 8% and Sm TGR block -1%.
Nc1nsnc1C(=O)NCCO was read as Cycloheximide cs -1, Shiga toxin inh 2, Pf growth 48h 17%, FBPA Giardia inh -25%, Pf growth 96h 2.3µM* and Sm TGR block 0%.
For CCn1c(CSc2nc(C)cc(C)n2)nnc1SCC(N)=O the results were Cycloheximide cs -2, Shiga toxin inh -9, Pf growth 48h inconclusive, FBPA Giardia inh 2%, Pf growth 96h 7% and Sm TGR block -11%.
CCCCCCN=C(CC)c1c(O)n(CCCC)c(=O)[nH]c1=O was read as Cycloheximide cs -3, Shiga toxin inh -9, Pf growth 48h inconclusive, FBPA Giardia inh 7% and Sm TGR block 9%.
O=C(O)CC(Cc1ccccc1)C(=O)NCC12CC3CC(CC(C3)C1)C2 (configuration not stated) was read as Cycloheximide cs 8, Shiga toxin inh -3, Pf growth 48h inconclusive, FBPA Giardia inh 6%, Pf growth 96h -7% and Sm TGR block 5%.
`S=C(Nc1cccc(Cl)c1)NC1CC2CCCC(C1)N2C1CCCC1` (configuration not stated) gave Cycloheximide cs -3, Shiga toxin inh -9, Pf growth 48h 3.3µM*, FBPA Giardia inh 6%, Pf growth 96h inconclusive and Sm TGR block -14%.
Screening CCc1nnc(NC(=O)CSc2nc3ccccc3s2)s1 returned Cycloheximide cs 3, Shiga toxin inh -8, Pf growth 48h 11%, FBPA Giardia inh 1% and Sm TGR block -7%.
For O=c1c2[nH]c3ccc(F)cc3c2ncn1CCCn1ccnc1 the results were Cycloheximide cs -3, Shiga toxin inh -3, Pf growth 48h -11%, FBPA Giardia inh -2%, Pf growth 96h -21% and Sm TGR block -26%.
CCSc1nnc(NC(=O)c2ccccc2C)s1 was read as Cycloheximide cs 36*, Shiga toxin inh 125*, Pf growth 48h 292%[activator], FBPA Giardia inh -8%, Pf growth 96h inconclusive and Sm TGR block 7%.
Screening NC(=NC(=O)c1ccccc1)C1=C(O)CCC1=O returned Cycloheximide cs 2, Shiga toxin inh -9, Pf growth 48h 32%[activator], FBPA Giardia inh -5% and Sm TGR block -6%.
CCOC(=S)N/C(=N\S(C)(=O)=O)c1ccccc1 was read as Cycloheximide cs -2, Shiga toxin inh 19, Pf growth 48h 3%, FBPA Giardia inh -11%, Pf growth 96h 13% and Sm TGR block -2%.
`O=C(Nc1ccc(Cl)cc1)c1cccc(N2C(=O)C3C4CCC(C4)C3C2=O)c1` (configuration not stated) gave Cycloheximide cs 23*, Shiga toxin inh 52*, Pf growth 48h inconclusive, FBPA Giardia inh -7%, Pf growth 96h inconclusive and Sm TGR block 0%.
COc1ccc(C(c2nnnn2Cc2ccc(F)cc2)N2CCN(c3ccc(OC)cc3)CC2)cc1 (configuration not stated) was read as Cycloheximide cs -1, Shiga toxin inh -6, Pf growth 48h 10µM*, FBPA Giardia inh -2%, Pf growth 96h 50%[activator] and Sm TGR block 0%.
CC(C)NC(=O)NC(=O)COC(=O)CCCSc1nc2ccccc2s1 was read as Cycloheximide cs -2, Shiga toxin inh -7, Pf growth 48h -7%, FBPA Giardia inh -1%, Pf growth 96h 76%[activator] and Sm TGR block -1%.
For O=C(Nc1ccccc1)Nc1nnc(/C=C/c2ccccc2Cl)s1 the results were Cycloheximide cs 12, Shiga toxin inh 6, Pf growth 48h 16%, FBPA Giardia inh 6%, Pf growth 96h 13% and Sm TGR block -2%.
Screening Cn1c(=O)[nH]c(=O)c2c1nc1n2CCN1Cc1ccccc1 returned Cycloheximide cs -2, Shiga toxin inh -10, Pf growth 48h 6%, FBPA Giardia inh -2%, Pf growth 96h 36%[activator] and Sm TGR block 3%.
For O=C(CN1CCN(Cc2ccc(F)cc2Cl)C1=O)NCCc1ccc(Cl)cc1 the results were Cycloheximide cs -7, Shiga toxin inh -6, Pf growth 48h -18%, FBPA Giardia inh -1%, Pf growth 96h -7% and Sm TGR block 2%&0%.
Cc1ccc2cc(C3CC(c4ccco4)=NN3C(=O)CCCC(=O)O)c(Cl)nc2c1 (configuration not stated) was read as Cycloheximide cs -2, Shiga toxin inh -6, Pf growth 48h 9%, FBPA Giardia inh -2%, Pf growth 96h -12% and Sm TGR block inconclusive.
`NS(=O)(=O)c1ccc(CNC(=O)c2ccc(S(=O)(=O)C(F)F)cc2)cc1` gave Cycloheximide cs -8, Shiga toxin inh -5, Pf growth 48h 6%, FBPA Giardia inh -6%, Pf growth 96h 3% and Sm TGR block 6%.
`COCCNC(=O)C(=O)N/N=C/c1ccccc1C(F)(F)F` gave Cycloheximide cs 1, Shiga toxin inh 12, Pf growth 48h -4%, FBPA Giardia inh 1%, Pf growth 96h inconclusive and Sm TGR block 0%.
`c1cc(Nc2ncnc3sc4c(c23)CCC4)ccn1` gave Cycloheximide cs -2, Shiga toxin inh -3, Pf growth 48h 1.7µM*, FBPA Giardia inh 6% and Pf growth 96h 14%.
Screening CCOCCCNC(=O)CCCOc1ccccc1 returned Cycloheximide cs -1, Shiga toxin inh -3, Pf growth 48h 28%, FBPA Giardia inh 0%, Pf growth 96h 4.7µM* and Sm TGR block -10%.
`CCCCC(=O)Nc1ccc(C(=O)N2CCCC(C(=O)OCC)C2)cc1` (configuration not stated) gave Cycloheximide cs 20*, Shiga toxin inh 13, Pf growth 48h inconclusive, FBPA Giardia inh 7%, Pf growth 96h 59%[activator] and Sm TGR block -1%.
COc1cc(-c2cc(C(=O)Nc3ccc(O)cc3)c3ccccc3n2)cc(OC)c1OC was read as Cycloheximide cs -2, Shiga toxin inh -8, Pf growth 48h inconclusive, FBPA Giardia inh -8%, Pf growth 96h inconclusive and Sm TGR block 8%.
Screening COc1cccc(NC(=S)Nc2cccnc2)c1 returned Cycloheximide cs 8, Shiga toxin inh 22, Pf growth 48h 37%[activator], FBPA Giardia inh -9%, Pf growth 96h -10% and Sm TGR block 40µM*.
Cc1cc(NC(=O)c2ccc(NC(=O)c3cccs3)cc2)no1 was read as Cycloheximide cs 11, Shiga toxin inh 15, Pf growth 48h 6%, FBPA Giardia inh -5%, Pf growth 96h 102%[activator] and Sm TGR block -14%.
For Cc1ccc2c(c1)N(CC(=O)NC1CCCC(C)C1C)C(=O)c1cccnc1O2 (configuration not stated) the results were Cycloheximide cs 2, Shiga toxin inh -1, Pf growth 48h inconclusive, FBPA Giardia inh 9%, Pf growth 96h 1% and Sm TGR block -1%.
COc1ccc(C(=S)N2CCCC2)cc1 was read as Cycloheximide cs 4, Shiga toxin inh 23, Pf growth 48h 4%, FBPA Giardia inh -8%, Pf growth 96h 1% and Sm TGR block 30%.
`CCOC(=O)/C(=C/c1ccc(F)cc1)NC(C)=O` gave Cycloheximide cs 1, Shiga toxin inh 10, Pf growth 48h 12%, FBPA Giardia inh 5%, Pf growth 96h inconclusive and Sm TGR block 1%.
Screening CCOc1ccc(CNc2ccc(S(N)(=O)=O)cc2)cc1 returned Cycloheximide cs 1, Shiga toxin inh 2, Pf growth 48h 16%, FBPA Giardia inh 0%, Pf growth 96h -36%[5.75 µM] and Sm TGR block -5%.
For CC(=O)Nc1ccc(S(=O)(=O)Oc2ccc(N3C(=O)C4CCCCC4C3=O)cc2)cc1 (configuration not stated) the results were Cycloheximide cs -3, Shiga toxin inh -19, Pf growth 48h -1%, FBPA Giardia inh 10%, Pf growth 96h 39%[activator] and Sm TGR block 5%.
CC(C)C(=O)Nc1ccc(NC(=S)NC(=O)c2ccccc2F)cc1 was read as Cycloheximide cs 15*, Shiga toxin inh 30, Pf growth 48h 34%[activator], FBPA Giardia inh 2%, Pf growth 96h inconclusive and Sm TGR block 0%.
COc1ccccc1N1CCN(c2ccnc3cc(Cl)ccc23)CC1 was read as Cycloheximide cs -4, Shiga toxin inh 3, Pf growth 48h inconclusive, FBPA Giardia inh 11%, Pf growth 96h 0.47µM* and Sm TGR block -1%.
CCN(C(=O)CSc1n[nH]c(-c2cccs2)n1)C1CCS(=O)(=O)C1 (configuration not stated) was read as Cycloheximide cs 1, Shiga toxin inh -6, Pf growth 48h 49%[activator], FBPA Giardia inh -10%, Pf growth 96h 56%[activator] and Sm TGR block 7%.
Screening CCOc1ccc2oc(C(=O)N(CCOC)c3c(N)n(CC(C)C)c(=O)[nH]c3=O)c(C)c2c1 returned Pf growth 48h inconclusive, Pf growth 96h -27% and Sm TGR block 2%.
Screening CCS(=O)(=O)N1CCC(C(=O)Nc2cc(C)ccc2O)CC1 returned Cycloheximide cs 1, Shiga toxin inh 18, Pf growth 48h -6%, FBPA Giardia inh 3%, Pf growth 96h 12µM* and Sm TGR block -2%.
`COc1cc(C(=O)OCCC(C)C)cc(OC)c1O` gave Cycloheximide cs 10, Shiga toxin inh -3, Pf growth 48h inconclusive, FBPA Giardia inh -26%, Pf growth 96h inconclusive and Sm TGR block 2%.
For O=C(Oc1ccc(Br)cc1)c1cncc(Br)c1 the results were Cycloheximide cs -5, Shiga toxin inh -17, FBPA Giardia inh 7%, Pf growth 96h inconclusive and Sm TGR block -7%.
`CCOC(=O)c1c(-c2ccc(C)o2)csc1NC(=O)COC(=O)c1cccs1` gave Cycloheximide cs -1, Shiga toxin inh 2, Pf growth 48h inconclusive, FBPA Giardia inh 0%, Pf growth 96h -39% and Sm TGR block 14µM*.
